Compound activity from PubChem BioAssay.
PolyA inhibitor: polyadenylation inhibitors in yeast reporter cells, primary screen, luminescence, S. cerevisiae | AID 1875, 2009 | S. cerevisiae SKY197-pL101 polyadenylation reporter, beta-gal luminescence; efflux-impaired pdr1/pdr3 knockout yeast; score 100 = 6 SD above DMSO | calls only at 12 µM | 300,000 compounds, 0.02% hits;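 active means lowest replicate activity score at least 50, where 100 means six control SD above control mean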;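 further: yeast exposed to compound for 9 h at 30 °C; higher score means more reporter readthrough which indicates perturbed polyadenylation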
HIF activator: HIF pathway transcriptional activators, primary screen, cell-based, U2OS HRE-luciferase, luminescence | U2OS HRE-luciferase reporter; normalized: DMSO 0%, desferrioxamine 100% | activation, % at 7.5 µM (by protocol) | 300,000 compounds, 0.32% hits;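 active means mean activation of at least 10% of the iron chelator positive control signal, with at least half of replicates also reaching 10%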
TRPC6 activator: mouse TRPC6 channel activators, primary screen, cell-based, HEK293, membrane potential dye; HEK293-TRPC6 membrane potential dye fluorescence; stronger effect = higher value; 310,000 compounds, 0.13% hits; AID 2550, 2010; B-score at 10 µM;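 active means B-score of the integrated fluorescence ratio above library mean plus 3 SD, and starting fluorescence ratio within library mean plus 5 SD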;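 further: higher score means more depolarization so channel activation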
TRPC4 agonist: activators of mouse TRPC4 channel, primary screen, Fluo4 calcium, HEK293 TRPC4beta/mu-opioid cells; Short transient receptor potential channel 4 (Mus musculus), Q9QUQ5; Fluo4 calcium fluorescence; stronger effect = higher value; B-score at 10 µM; 310,000 compounds, 0.49% hits;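 active means B-score above 5 SD of library B-scores, and initial fluorescence ratio not above library mean plus 5 SD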;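 further: positive B-score marks a calcium rise read as TRPC4 activation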
Target sequence (Q9QUQ5 whole entry, looked up): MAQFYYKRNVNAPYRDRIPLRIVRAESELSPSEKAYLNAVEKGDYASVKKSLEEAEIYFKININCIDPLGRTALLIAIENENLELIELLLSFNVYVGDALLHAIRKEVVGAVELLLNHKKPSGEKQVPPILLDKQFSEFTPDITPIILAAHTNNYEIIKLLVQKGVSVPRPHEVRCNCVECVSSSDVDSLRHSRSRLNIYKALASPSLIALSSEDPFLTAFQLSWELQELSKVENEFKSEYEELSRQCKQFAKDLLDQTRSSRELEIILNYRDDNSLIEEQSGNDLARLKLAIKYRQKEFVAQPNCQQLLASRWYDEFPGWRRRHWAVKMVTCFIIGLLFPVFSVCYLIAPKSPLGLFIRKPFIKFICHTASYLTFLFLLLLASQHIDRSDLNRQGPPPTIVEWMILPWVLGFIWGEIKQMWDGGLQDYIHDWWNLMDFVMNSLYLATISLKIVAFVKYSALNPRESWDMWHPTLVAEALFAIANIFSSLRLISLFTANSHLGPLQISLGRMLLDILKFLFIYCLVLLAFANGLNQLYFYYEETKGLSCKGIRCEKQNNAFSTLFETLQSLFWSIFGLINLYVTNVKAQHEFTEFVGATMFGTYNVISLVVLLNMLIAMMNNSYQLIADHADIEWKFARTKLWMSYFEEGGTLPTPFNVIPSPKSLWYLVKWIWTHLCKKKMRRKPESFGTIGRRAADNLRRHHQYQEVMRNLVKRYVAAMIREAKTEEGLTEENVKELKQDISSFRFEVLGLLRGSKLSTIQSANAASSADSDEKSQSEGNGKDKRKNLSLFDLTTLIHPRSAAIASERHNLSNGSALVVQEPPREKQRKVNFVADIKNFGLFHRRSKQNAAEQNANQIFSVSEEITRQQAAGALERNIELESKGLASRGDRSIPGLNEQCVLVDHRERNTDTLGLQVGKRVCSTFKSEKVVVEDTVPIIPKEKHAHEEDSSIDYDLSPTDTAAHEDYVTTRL
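Assay system – TRPC4beta and mu-opioid receptor HEK293 stable cells · Measured by – Fluo4 fluorescence, kinetic · Schedule – dye loading 45 min room temperature, 110 s kinetic read · Read-out – B-scored integrated calcium fluorescence ratio · Controls – buffer and maximal DAMGO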
MrgX1 PAM: positive allosteric modulators of MrgX1, primary screen, HEK293 cells, Fluo-4 calcium flux | AID 588675, 2011 | B-score at 10 µM | Mas-related G-protein coupled receptor member X1 (Homo sapiens), Q96LB2 | 310,000 compounds, 0.63% hits | FDSS; stronger effect = higher value;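 active means plate-corrected calcium response at least 3 library SD above typical, normal starting fluorescence, not activating the receptor alone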;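 further: compound read alongside a low EC10 to EC30 dose of BAM8-22 agonist; peak minus trough fluorescence over baseline measured at the second addition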
AI-2 QS modul: Vibrio harveyi AI-2 quorum sensing modulators, primary screen, JMH597 strain, luminescence/OD600 ratio. activity change, % at 7.5 µM. Vibrio harveyi JMH597 AI-2 luminescence/OD600 ratio, 9 h; stronger effect = lower value; strain lacks LuxN and CqsS sensors; 0 = neutral-control median. 300,000 compounds, 0.4% hits; in the data active means activity change below about -75%, passing the limit was not always enough;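 further: luminescence divided by OD600 gain over 9 h not by final OD600 alone; inactives centre near 13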
MrgX1 agonist: agonists of human MrgX1 receptor, primary screen, HEK293 cells, Fluo-4 calcium flux; Fluo-4 calcium fluorescence, agonist mode; stronger effect = higher value; 310,000 compounds, 0.44% hits; B-score at 10 µM;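 active means calcium response B-score plate-corrected fluorescence ratio at least 3 library SD, with starting fluorescence B-score inside 5 SD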
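Assay system: MrgX1-expressing HEK293 cells / Amount: fifteen thousand cells per well / Doses: test compound in the initial addition of three / Timing: cells plated overnight, dye loaded 0.5 h 37 °C, 0.5 h room temperature / Technique: kinetic calcium dye fluorescence, Fluo-4 NW / Control set: positive and negative controls per plate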
TRPC4 inh: inhibitors of mouse TRPC4 channel, primary screen, Fluo4 calcium, HEK293 TRPC4beta/mu-opioid cells; DAMGO-evoked Fluo4 calcium flux; stronger effect = lower value; B-score at 10 µM; 300,000 compounds, 0.39% hits; Short transient receptor potential channel 4 (Mus musculus), Q9QUQ5; AID 2247, 2010;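 active means B-score over 3 SD under the library average, no early fluorescence shift, positive overall ratio signal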
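Assay system: Stable TRPC4beta/mu-opioid receptor HEK293 cells | Reagent: DAMGO in two steps, submaximal then maximal | Compound dosing: Single concentration per test compound | Signal: Fluo4 Ca2+ flux fluorescence | Evaluation: Per-well B score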
MrgX1 antag: antagonists of human MrgX1 receptor, primary screen, HEK293 cells, Fluo-4 calcium flux. BAM8-22 antagonism; stronger effect = lower value. AID 588676, 2011. 310,000 compounds, 1.3% hits. B-score at 10 µM. Mas-related G-protein coupled receptor member X1 (Homo sapiens), Q96LB2;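 active means calcium-response B-score plate-corrected more than 3 library SD below zero, starting fluorescence within 5 deviations, no agonist response on first addition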;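 further: peak minus trough fluorescence over baseline after final BAM8-22 challenge near maximal dose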
TRPC4 PAM: positive allosteric modulators of TRPC4, primary screen, cell-based, mouse TRPC4beta, HEK293 mu-opioid, Fluo-4 calcium; Short transient receptor potential channel 4 (Mus musculus), Q9QUQ5; DAMGO EC20, Fluo-4 Ca2+ flux; stronger effect = higher value; B-score at 10 µM; 310,000 compounds, 0.42% hits; AID 2227, 2009;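 active means B-score of calcium response area above 5 SD of library B-scores, with initial fluorescence ratio within 5 SD of library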;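 further: B-score of integrated fluorescence ratio over time as area under calcium response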
TRPC6 inhibitor: mouse TRPC6 channel inhibitors, primary screen, cell-based, HEK293, membrane potential dye; B-score at 10 µM; Short transient receptor potential channel 6 (Mus musculus), Q61143; 310,000 compounds, 1.1% hits; ACh-evoked depolarization; stronger effect = lower value;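 active means B-score under library mean minus 3 SD, initial fluorescence not abnormally high, positive integrated signal ratio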;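 further: B-score derived from integrated fluorescence ratio over the kinetic read; more negative B-score means stronger inhibition of depolarization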
An asterisk follows results filed as active; i = inactive; nt = not tested or not shown. Some of the compounds tested; the hit share may differ from the screen's.

SMILES	PolyA inhibitor	HIF activator	TRPC6 activator	TRPC4 agonist	MrgX1 PAM	AI-2 QS modul	MrgX1 agonist	TRPC4 inh	MrgX1 antag	TRPC4 PAM	TRPC6 inhibitor
O=C(C(=O)N1CCCC1CO)N1CCCC1CO (stereo not given)	i	0.2	i	i	i	24	i	i	i	i	i
COc1cc(NC(=O)c2cc3c(C)nc4ccccc4c3o2)cc(OC)c1OC	i	-0.6	i	i	i	-4	i	i	i	i	i
O=C(Cn1cnc2c(nnn2-c2ccc(F)cc2)c1=O)NCc1ccco1	i	0.1	i	i	i	19	i	i	i	i	i
CCOc1ccc(CCNC(=O)CCNC(=O)c2ccco2)cc1OCC	i	-1.3	i	i	i	27	i	i	i	i	i
CCN(CC)c1ccc(NC(=O)Cn2c(C(C)NC(=O)c3ccccc3)nc3ccccc32)cc1 (stereo not given)	i	-0.4	i	i	i	5	i	i	i	i	i
O=C1CN(C(=O)c2cccc(F)c2)C(c2ccc(F)cc2)c2cc(F)ccc2N1 (stereo not given)	nt	-6.1	i	i	i	25	i	i	i	i	i
COc1cc(-c2nc(C(=O)NCC3CCCO3)cc3c2[nH]c2ccccc23)cc(OC)c1OC (stereo not given)	i	-0.1	i	i	i	-6	i	i	i	i	i
COc1ccc(C(c2sc3nc(C)nn3c2O)N2CCC(C(N)=O)CC2)cc1OC (stereo not given)	i	-0.2	i	i	i	14	i	i	i	i	i
CCCCN(CCCNC(=O)c1c(C)cc(=O)oc1C)c1ccccc1	i	0.6	i	i	i	21	i	i	-7.9*	i	i
O=C(NCCc1ccccn1)c1cc(-c2ccc(Cl)c(Cl)c2Cl)nc2ccccc12	i	-0.2	i	i	i	-17	i	i	i	i	i
O=[N+]([O-])c1ccc(/C=N/NC(=S)Nc2ccc(Cl)cc2Cl)s1	i	1.6	i	i	i	27	i	i	i	i	i
Cc1ncc(CN2CCCC(CCC(=O)NCc3ccccc3F)C2)s1 (stereo not given)	i	0.1	i	i	i	5	i	i	i	i	i
CC(C)c1ccc(NC(=O)C2CCC(CNC(=O)[C@@H]3Cc4ccccc4CN3)CC2)cc1 (stereo not given in full)	i	-0.8	i	i	i	42	i	i	i	i	i
COc1ccccc1C(=O)NCCCNC(=O)c1ccccn1	i	0.4	i	i	i	11	i	i	i	i	i
Cc1ccc(C)c2sc(N)nc12	i	0.0	i	i	i	4	i	i	i	i	i
CCCC(=O)Nc1ccc(C#Cc2ccccc2)cc1	i	3.7	i	i	i	32	i	i	i	i	i
O=C1CCCCC1C(O)c1ccc(Cl)cc1 (stereo not given)	i	-0.8	i	i	i	-2	i	i	i	i	i
CC(=O)c1ccc(NC(=S)NCCc2cccc(Cl)c2)cc1	i	3.9	i	i	i	5	i	i	i	i	i
COc1ccc(/C=C(\C#N)C(=O)OCC(=O)NC(C)c2ccccc2)cc1 (stereo not given)	i	-0.3	i	i	i	9	i	i	i	i	i
CNC(=O)COc1coc(CN2CCN(C(=O)c3ccco3)CC2)cc1=O	i	-0.4	i	i	i	14	i	i	i	i	i
Cc1ccc(C)c(NC(=O)C[n+]2ccccc2)c1	i	-0.3	i	i	i	24	i	i	i	i	i
CCOC(=O)CCc1nc2ccccc2[nH]1	i	-0.1	i	i	i	17	i	i	i	i	i
Cc1cccc(NC(=O)c2cccc(NC(=O)c3ccco3)c2)c1C	i	0.4	i	i	i	24	i	i	i	i	i
C=CCc1cc(OC)ccc1OCCN(C)Cc1ccccc1	i	-0.3	i	i	i	4	i	i	i	i	i
Cc1ccccc1C(=O)NNC(=O)CSc1nnc(C)n1-c1ccccc1	i	0.0	i	i	i	12	i	i	i	i	i
CCOC(=O)C(C(=O)OCC)C(CC(=O)C1CC1)c1ccccc1 (stereo not given)	i	0.3	i	i	i	19	i	i	i	i	i
CCCNC(=O)c1ccc(N2CC3CC(C2)c2cccc(=O)n2C3)c(NC(=O)Nc2ccc(CC)cc2)c1 (stereo not given)	i	0.2	i	i	i	37	i	i	i	i	i
COc1cc(-c2cc(-c3ccccc3)nc(SCC(=O)O)c2C#N)cc(OC)c1OC	i	0.5	i	i	i	11	i	i	i	i	i
Cc1ccc(C)c(N2CCN(CC(=O)Nc3ccc([N+](=O)[O-])cc3C(=O)Nc3ccccc3F)CC2)c1	i	-0.4	i	i	i	32	i	i	i	i	i
CCOc1ccc(CN2C(=O)c3ccccc3C2C(=O)NC(C)CC)cc1OC (stereo not given)	i	-0.7	i	i	i	15	i	i	i	i	i
O=c1[nH]c2ccc(NC(=S)Nc3ccccc3Cl)cc2[nH]1	i	-0.1	i	i	i	19	i	i	i	i	i
CC(C)NC1CS(=O)(=O)CC1O (stereo not given)	i	-0.1	i	i	i	2	i	i	i	i	i
CC(=O)c1oc2ccccc2c1N	i	-0.1	i	i	i	-3	i	i	i	i	i
CCN(CC)c1ccc2cc(/C(N)=N/NC(=O)c3cccs3)c(=O)oc2c1	i	1.1	i	i	27*	-3	i	i	i	i	i
Cc1ccc(-c2cc(N)n(-c3ccc(C)cc3)n2)cc1	i	-1.0	i	i	7.2*	30	i	i	i	i	i
Cn1cc(CC(=O)NC2CCCCC2)c2ccccc21	i	-0.3	i	i	i	4	i	i	i	i	i
CCN(CC)C(=S)NC(=O)c1ccc(Cl)cc1Cl	i	0.4	i	i	i	3	i	i	i	i	i
Cc1cc(Nc2cccc(F)c2)nc(N2CCOCC2)n1	i	0.4	i	i	i	12	i	i	i	i	i
CCn1c(COc2cccc3cccnc23)nnc1SCC(=O)OC	i	-0.2	i	i	i	5	i	i	i	i	i
CCc1ccc(NC(=O)c2sc3nc(C)nc(N4CCN(c5ccccn5)CC4)c3c2C)cc1	i	-0.8	i	i	i	13	i	i	i	i	i

Single records, as listed above:
Results for `Cc1ccc(-c2cc(N)n(-c3ccc(C)cc3)n2)cc1` : PolyA inhibitor = i; HIF activator = -1.0; TRPC6 activator = i; TRPC4 agonist = i; MrgX1 PAM = 7.2*; AI-2 QS modul = 30; MrgX1 agonist = i; TRPC4 inh = i; MrgX1 antag = i; TRPC4 PAM = i; TRPC6 inhibitor = i
Results for `Cc1cccc(NC(=O)c2cccc(NC(=O)c3ccco3)c2)c1C` : PolyA inhibitor = i; HIF activator = 0.4; TRPC6 activator = i; TRPC4 agonist = i; MrgX1 PAM = i; AI-2 QS modul = 24; MrgX1 agonist = i; TRPC4 inh = i; MrgX1 antag = i; TRPC4 PAM = i; TRPC6 inhibitor = i

(list continues)
SMILES	PolyA inhibitor	HIF activator	TRPC6 activator	TRPC4 agonist	MrgX1 PAM	AI-2 QS modul	MrgX1 agonist	TRPC4 inh	MrgX1 antag	TRPC4 PAM	TRPC6 inhibitor
COc1ccc(CCNC(=O)COc2cc(O)c3c(c2)OC(C)(C)CC3=O)cc1	i	0.0	i	i	i	31	i	i	i	i	i
COc1ccc(NC(=O)CN2C(=O)CSC(C)C2=O)cc1 (stereo not given)	i	0.0	i	i	i	-54	i	i	i	i	i
CC(/C=C/c1ccccc1)=N/NC(=O)c1nc2nc(C)cc(C)n2n1	i	0.9	i	i	i	48	i	i	i	i	i
Nc1nccnc1C(=O)OCC(=O)Nc1cccc(S(=O)(=O)N2CCCCC2)c1	i	-0.7	i	i	i	34	i	i	i	i	i
O=C(N=C1SC2CS(=O)(=O)CC2N1Cc1ccc(Cl)cc1)C1CCCO1 (stereo not given)	i	-0.2	i	i	i	5	i	i	i	i	i
Cc1c(NC(=O)CSCc2c(F)cccc2Cl)c(=O)n(-c2ccccc2)n1C	i	-1.1	i	i	i	26	i	i	i	i	i
O=C(CNC(=O)c1ccc(Cl)cc1)OCCCOC(=O)CNC(=O)c1ccc(Cl)cc1	i	-0.7	i	i	i	2	i	i	i	i	i
O=C(COC(=O)Cc1ccccc1[N+](=O)[O-])NCc1ccc(F)cc1	nt	0.1	i	i	i	47	i	i	i	i	i
Cc1ccc(NC2CCCN(C(=O)c3cn4cc(Cl)ccc4n3)C2)cc1C (stereo not given)	i	0.2	i	i	i	6	i	i	i	i	i
Fc1cccc(CNCc2ccc3c(c2)OCO3)c1	nt	-0.8	i	i	i	5	i	i	i	i	i
COc1ccc(OC)c(N(CC(=O)N2CCC(C)CC2)S(=O)(=O)c2ccc(OC)c(OC)c2)c1	i	0.2	i	i	i	1	i	i	i	i	i
CCCc1cc(=O)[nH]c(SCC(=O)N2CCN(c3ccccc3)CC2)n1	i	-0.1	i	i	i	20	i	i	i	i	i
CCN(C(=O)c1ccc2c(=O)n3c(nc2c1)CCCCC3)c1ccc(F)cc1	i	0.3	i	i	i	16	i	i	i	i	i
CC(C)CNC(=O)NC(=O)COC(=O)Cn1cnc2ccccc2c1=O	i	-1.2	i	i	i	19	i	i	i	i	i
O=C(Nc1ccc(Cl)cc1)N1CCN(c2ccc3nnc(-c4ccc(F)cc4)n3n2)CC1	i	1.3	i	i	i	19	i	i	i	i	i
Oc1ccc(/C=N/N2CCN(c3ccccn3)CC2)cc1	i	0.5	i	i	i	24	i	i	i	i	i
CS(=O)(=O)N1CCN(C(=O)Nc2ccccc2)CC1	i	0.5	i	i	i	9	i	i	i	i	i
Cc1ccc(S(=O)(=O)NN=C2C3CC4CC(C3)CC2C4)cc1	i	0.2	i	i	i	17	i	i	i	i	i
CCOC(=O)c1nn(C23CC4CC(CC(C4)C2)C3)c2c1C(=O)N(c1ccc(C)cc1)C2=O	i	-0.1	i	i	i	20	i	i	i	i	i
CC1CCCN(Cc2nc(Cc3ccccc3Cl)no2)C1 (stereo not given)	i	0.7	i	i	i	7	i	i	i	i	i
